Bioassay records as filed in PubChem.
ELG1 DNA repair = ELG1-dependent DNA repair inhibition | HEK293T ELG1-luciferase reporter, luminescence, 16 h; DNA damage induced by 5-fluorouridine | Potency, µM (top dose mostly 46.1 µM), without a hit: at the top dose activity change, negative = inhibition, actives largely listed as inhibitors | actives 2.3% (n = 330,000); also: potency is read from the fitted curve at half-maximal effect; % is scaled to controls: 0 for no effect and ±100 for the full control effect; nearly all actives have a fitted effect of over 55% in size
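Step one: seed 2,000 cells per well. Step two: pin-transfer compound or DMSO alongside 5-fluorouridine. Step three: incubate 16 hr, 37 °C, 5% CO2. Step four: add ONE-Glo, wait 30 min, read luminescence.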
TSHR antag = human thyrotropin receptor antagonism. P16473. TSHR-expressing cells, TSH-stimulated cAMP HTRF, 2 h; stronger effect = lower value. activity change, negative = inhibition, % at 11.5 µM. actives 0.2% (n = 330,000). AID 504810;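 active = activity change below a set negative limit, meaning inhibition stronger than a set level, cut at about -70% in these data; inconclusive = activity change between two set negative limits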; also: % is scaled to controls: 0 for no effect and ±100 for the full control effect
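Cell-based HTRF cAMP assay; TSHR cells + compound, TSH EC80 (4nM final), 2 h, 37 deg C. Lysis with anti-cAMP cryptate and cAMP-d2, 30 min RT, read 665/620 nm.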
Eya2 inh = inhibitors of human Eya2 phosphatase activity | O00167 | recombinant Eya2, OMFP fluorescence dephosphorylation (OMFP is methylfluorescein phosphate) | Potency, µM (titrated, usually from 76.9 µM), without a hit: at the top dose activity, negative = inhibition, most hits filed as inhibitors | actives 0.006% (n = 330,000); also: potency is read from the fitted curve at half-maximal effect; % is scaled to controls: 0 for no effect and ±100 for the full control effect
Target sequence (O00167 whole entry, looked up): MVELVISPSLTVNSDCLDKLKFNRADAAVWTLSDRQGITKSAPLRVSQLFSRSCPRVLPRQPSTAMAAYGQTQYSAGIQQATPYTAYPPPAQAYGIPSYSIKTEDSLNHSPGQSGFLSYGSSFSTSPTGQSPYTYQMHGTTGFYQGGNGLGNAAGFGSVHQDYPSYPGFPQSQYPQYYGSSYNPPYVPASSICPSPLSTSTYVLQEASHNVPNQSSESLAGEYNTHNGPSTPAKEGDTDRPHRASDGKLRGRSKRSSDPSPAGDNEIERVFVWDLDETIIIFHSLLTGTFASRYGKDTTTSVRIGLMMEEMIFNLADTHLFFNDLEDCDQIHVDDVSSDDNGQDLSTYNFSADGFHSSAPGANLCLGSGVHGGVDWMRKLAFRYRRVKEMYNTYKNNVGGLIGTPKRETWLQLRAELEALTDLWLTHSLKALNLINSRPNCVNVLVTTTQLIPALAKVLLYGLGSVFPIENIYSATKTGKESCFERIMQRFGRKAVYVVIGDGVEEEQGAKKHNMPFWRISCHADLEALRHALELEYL
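Eya2 protein (added as 0.2 uM solution) was preincubated with compound for 10 min at ambient temperature in 50 mM HEPES pH 7.5, 50 mM NaCl, 5 uM MgCl2, 0.05% BSA, 1 mM DTT. OMFP (added at 50 uM) then reacted 10 min; fluorescence read at 485/525 nm.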
KCNH2 3.1 inh = inhibitors of human KCNH2 3.1 potassium channel isoform; U2OS KCNH2 3.1, thallium flux FluxOr; stronger effect = lower value; activity change, % (tested at about 1.8 µM); actives 0.95% (n = 340,000);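 active = maximum activity change below -70%; inconclusive = maximum activity change from -70% to -50%; inactive = maximum activity change above -50%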;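 also: thallium influx rate constant from kinetic fluorescence after stimulation buffer; % is scaled to controls: 0 for no effect and ±100 for the full control effect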
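Kinetic fluorescence (2 min after stimulation buffer) measures Tl+ influx through KCNH2 3.1 expressed by viral transduction in U2OS cells; the rate constant is normalized against DMSO controls serving as positive and negative references.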
A-T KAP1 phos = potential ataxia-telangiectasia treatments restoring KAP-1 phosphorylation; Potency, µM (highest dose often 57.5 µM), inactives show at the highest dose activation, most hits filed as activators; […] A-T fibroblasts, KAP-1 phosphorylation AlphaLISA; neocarzinostatin DNA damage 30 min before lysis; actives 0.19% (n = 320,000); also: potency is read from the fitted curve at half-maximal effect; % of control where 0% means no effect; nearly all actives have a fitted effect of over 45% in size
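hTERT-immortalized A-T patient fibroblasts ([…]), 500 cells/well in OPTI-MEM, 1% FBS, got compounds for 60 min, then NCS for 30 min at 37C. Lysates were then assayed for phospho-KAP-1 by AlphaLISA (anti-pKAP1 donor, anti-KAP1 acceptor beads), 6 hr at 25C.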
TRPV1 agonist = human TRPV1 agonism; TRPV1-expressing cells, Fluo-8 calcium influx, agonist mode; activation, % at 8.33 µM; actives 0.19% (n = 320,000); Q8NER1; in the data active = activation above about 80%; inconclusive = between about 30% and that limit; also: 0% is about no effect
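Cells expressing TRPV1 were dye-loaded with Fluo-8 and read kinetically: 10 s baseline, 3 min after compound (agonist portion), then 2 min after EC20 capsaicin (allosteric enhancer portion). Calcium-bound dye fluorescence at 480/520 nm.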
hERG WT inh = KCNH2 (human, wildtype) channel inhibition. Q12809. U2OS, BacMam KCNH2, thallium flux FluxOr; stronger effect = lower value. activity change, % at 1.84 µM. actives 0.37% (n = 340,000);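 active = maximum activity change below -70%; inconclusive = maximum activity change between -70% and -50%; inactive = maximum activity change above -50%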; also: % is scaled to controls: 0 for no effect and ±100 for the full control effect
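U2OS cells transduced with wild-type KCNH2 virus are loaded with FluxOr dye for 45 min, and thallium flux is measured in kinetic reads before and after stimulation buffer. Rate constants are normalized to DMSO controls.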
USP2a block = inhibitors of human ubiquitin-specific protease USP2a. actives 0.01% (n = 330,000). USP2 core, Ub-CHOP2 coupled fluorogenic reporter, 485/531. Potency, µM (titrated, usually from 38.3 µM), for the others: at the top dose activity change, negative = inhibition, usual class: inhibitors. O75604. AID 463254;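 also: potency is read from the fitted curve at half-maximal effect; plate controls were DMSO wells for no effect and full inhibition by NEM control for full effect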
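Deubiquitinase activity read as fluorescence (485/531 nm) after Ub-CHOP2 cleavage activates the enterokinase reporter on its substrate; USP2 core 10nM, Ub-CHOP2 and substrate 25nM each, 30min compound preincubation then 60min RT; data normalized to NEM, curves fitted.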
Mito fusion yeast = blocks mitochondrial division or promotes mitochondrial fusion. S. cerevisiae fusion-defective mutant growth rescue, CellTiterGlo 48 h. Potency, µM (doses to about 46.1 µM), inactives show at the top dose growth rescue (activation), most hits filed as activators. actives 0.23% (n = 320,000);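 also: potency is read from the fitted curve at half-maximal effect; % of control where 0% means no effect; nearly all actives have a fitted effect of over 45% in size; temperature-sensitive fusion mutants such as fzo1-1 at 37 °C on non-fermentable ethanol glycerol medium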
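S. cerevisiae fusion-defective temperature-sensitive mutants (e.g. fzo1-1, mgm1-5) grown 48 h at 37C in YPEG (ethanol/glycerol non-fermentable) medium with 23 nl compound per well; growth rescue read as CellTiterGlo luminescence.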
TCR activator = activates T cell receptor signaling. primary human leukocytes, anti-CD3, IL-2 HTRF, 48 h. Potency, µM (series often up to 9.22 µM), for the others: at the top dose activation of IL-2 secretion, hits mostly activators. 330,000 tested, under 10 active; also: % of control where 0% means no effect
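Activity was scored as IL-2 release from primary human leukocytes given only a TCR signal (a-CD3 beads) plus compound for 48 hr. Detection used a two-antibody HTRF format read at 665nm.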
* hit, by the source's call; ? = inconclusive; · = not tested or not shown; [ ] = remark or other dose. Unless noted, calls follow the shape of the dose curve; as a rule, active = well fitted curve in the direction sought with a large enough effect; inconclusive = small, poorly fitted or top-dose-only effect, or another doubt; inactive = no such curve, though single readings can be large; an effect the other way counts as inactive or inconclusive.

Fields: ELG1 DNA repair	TSHR antag	Eya2 inh	KCNH2 3.1 inh	A-T KAP1 phos	TRPV1 agonist	hERG WT inh	USP2a block	Mito fusion yeast	TCR activator
> CC(=O)N(OCc1ccc(OC(C)C)c(Cl)c1)C(C)=O
  9%	0	?	-2	4%	8	-17	6%	4%	3%
> C=CCSc1nnc(NC(=O)c2cn(CC)c3nc(C)ccc3c2=O)s1
  ?	-10	5%	-6	1%	-4	-15	0%	1%	·
> CCC1CCCCN1C(=O)COC(=O)c1ccc(S(=O)(=O)N2CCOCC2)cc1 (stereo not drawn)
  3%	-3	8%	7	-2%	7	1	0%	1%	1%
> O=C(CCN1CCOCC1)N/N=C/c1cc(Br)cc(Br)c1O
  ?	0	3%	-3	-4%	0	0	1%	6%	7%
> Cc1ccc(OCCSc2nc3ccccc3n2CC(=O)O)cc1C
  10%	9	11%	9	0%	-2	-4	0%	1%	-10%
> Cn1c2c(c(=O)n(C)c1=O)C1c3cc(Cl)ccc3OCC1CO2 (stereo not drawn)
  0%	-4	-15%	-10	-6%	9	-5	0%	2%	0%
> CN(CC(=O)NC(c1ccccc1)c1ccccc1)Cc1nc2ccccc2c(=O)[nH]1
  11%	-14	-2%	?	·	14	-81*	-3%	1%	-2%
> Cc1c(C(=O)OC(C)C(C)C[N+](C)(C)C)oc2ccccc12 (stereo not drawn)
  11%	21	-33%	14	·	-4	5	5%	2%	-2%
> Cc1ccc(-c2nc3ccccc3s2)cc1NC(=S)NC(=O)/C=C/c1ccco1
  0%	-5	8%	-6	0%	-1	-3	0%	1%	-2%
> COc1ccc(CNS(=O)(=O)c2ccc(-n3cccn3)cc2)cc1
  -1%	-9	-19%	7	8%	7	-8	2%	-5%	1%
> CCOc1ccc(N(CC(=O)NCc2ccc(Cl)cc2)S(=O)(=O)c2ccccc2)cc1
  0%	-11	-4%	-20	-1%	1	4	-3%	-5%	3%
> OCc1ccccc1NC(=S)Nc1cccnc1
  7%	-1	4%	11	·	2	-3	4%	1%	2%
> CCCCSc1nc(C)[nH]c1[N+](=O)[O-]
  8%	-2	12%	9	0%	-1	0	-2%	2%	8%
> CC1CCCCN1C(=O)Cc1ccc(F)cc1 (stereo not drawn)
  6%	8	9%	-23	-7%	2	2	0%	-2%	·
> Cc1nnc(NC(=O)C2CC(=O)N(Cc3ccccc3)C2)s1 (stereo not drawn)
  ?	10	-10%	-18	1%	0	9	0%	2%	2%
> CC(=O)c1ccc(OCC(=O)Nc2ccccc2C(=O)NC2CC2)cc1
  17%	10	-3%	·	3%	2	16	1%	-2%	-10%
> Cc1nc2ccccc2n1/C(=N/S(=O)(=O)c1ccc(Br)cc1)c1ccccc1
  0%	-1	-10%	·	-3%	2	·	-2%	2%	-3%[46.1 µM]
> C=CCCC(=O)N1CCC(Oc2cccc(C(=O)NCc3ccccn3)c2)CC1
  -14%	-11	-2%	-1	0%	-1	2	0%	-1%	2%
> O=C1NC(c2ccccc2)=C(c2ccc3ccccc3n2)C(c2ccc(F)cc2)N1 (stereo not drawn)
  -2%	-4	-1%	18	-5%	-1	-6	0%	0%	-5%[46.1 µM]
> COc1ccccc1-n1cc(-c2ccc([N+](=O)[O-])cc2)[nH]c1=S
  ?	-6	?	-4	-3%	1	-15	1%	-5%	-3%
> COc1ccc(NS(=O)(=O)c2ccc(C(=O)N3CCCCCC3)cc2)cc1
  ?	-13	0%	2	-3%	·	-3	2%	·	2%[46.1 µM]
> CCNc1nc(NCC)n2c(SCC(=O)Nc3ccc(Br)cc3F)nnc2n1
  3%	-5	15%	-4	-4%	-2	5	-1%	-4%	·
> COc1cc(NC(=O)c2cccs2)c(OC)cc1NC(=O)CCC(=O)Nc1ccc2ncccc2c1
  15µM*	-3	1%	-9	-4%	-1	4	1%	1%	2%
> c1ccc2c(NC3C4CC5CC(C4)CC3C5)nc(N3CCOCC3)nc2c1 (stereo not drawn)
  ?	10	-8%	-15	4%	25	6	-2%	11%	4%
> CCN1CCN(CCC(=O)Nc2ccccc2C)CC1
  8%	-6	-1%	7	0%	1	-4	3%	1%	8%
> COc1ccc(CCNC(=O)CCCCCN2C(=O)c3ccccc3C2=O)cc1
  -6%	-2	0%	-1	3%	-5	-17	-7%	1%	8%
> CCOc1cc(C(=O)Nc2ccc(S(=O)(=O)Nc3nnc(CC)s3)cc2)cc(OCC)c1OCC
  11%	-5	8%	21	-2%	1	-4	2%	-3%	-10%
> COc1ccccc1OCCOc1ccc(/C=C2/C(=N)N3OC(C)=CC3=NC2=O)cc1OC
  14%	-1	10%	19	-1%	·	-3	3%	2%	-3%
> COc1ccc(C(=O)NC2CC2)cc1OC1CCN(Cc2cnn(C)c2)CC1
  4%	-3	-8%	·	-1%	-1	-9	3%	-1%	6%
> O=C1Nc2ccccc2N(O)N1c1ccc(S(=O)(=O)Nc2ccccn2)cc1
  5%	9	5%	-16	5%	2	·	0%	-1%	9%
> CCc1cccc2c1NC(=O)C2(O)CC(=O)c1cccs1 (stereo not drawn)
  7%	-2	-10%	9	1%	3	3	5%	-3%	-5%
> O=C(N/N=C/C(Cl)=C/c1ccc([N+](=O)[O-])cc1)C(=O)Nc1ccc(C(=O)O)cc1
  32%	-17	11%	4	4%	·	-6	-3%	-5%	2%
> Oc1c(CN2CCCCC2)cc(Br)c2cccnc12
  ?	12	-1%	9	?	4	-2	-2%	9%	-4%
> COC(=O)c1cc(NS(=O)(=O)c2ccc(N3CCOCC3)c([N+](=O)[O-])c2)cc(C(=O)OC)c1
  -2%	11	1%	4	-4%	5	-2	0%	-3%	-3%[46.1 µM]
> C/C(=N\Nc1ncc(Cl)cc1Cl)c1ccc2c(c1)OCO2
  ?	-5	-10%	-1	0%	4	-18	2%	0%	-2%
> CN(CCc1ccccn1)C(=O)CCNC(=O)Cn1cnc2ccccc2c1=O
  9%	-2	-13%	-4	6%	-4	-13	0%	3%	-1%
> CC(C)CN(CC(C)C)S(=O)(=O)N1CCC(C(=O)NCc2cccs2)CC1
  -3%	-4	-8%	0	6%	?	5	2%	0%	3%
> CS(=O)(=O)NCCn1ccc2ccccc21
  8%	5	-13%	-11	2%	4	·	-3%	-7%	-3%
> CCCn1c(N)c(C(=O)CSc2nnc3ccccn23)c(=O)[nH]c1=O
  5%	2	-3%	-13	6%	·	58	-1%	·	4%
> CC(=O)Nc1ccc(S(=O)(=O)Nc2ccc3c(c2)OCO3)cc1
  -2%	-5	-5%	-2	2%	0	-4	4%	6%	2%
> CC(C)(C)c1csc(NC(=O)c2ccncc2)n1
  ?	-9	-20%	-13	0%	6	-2	0%	-4%	-4%
> O=C(O)c1ccccc1SCC(=O)N1CCOCC1
  2%	2	-21%	5	-2%	-3	5	1%	-2%	-4%
> CC(CCO)Nc1nc2c(c(=O)n(C)c(=O)n2C)n1Cc1cccc(Br)c1 (stereo not drawn)
  -12%	-4	-1%	-16	4%	0	-3	2%	-3%	6%
> CCOC(=O)C(C)(C)N(Cc1cccc(C)c1)S(=O)(=O)c1cccc([N+](=O)[O-])c1
  -7%	-1	-18%	4	3%	?	-5	1%	3%	3%[46.1 µM]
> CCOc1ccc(C2=Nn3c(nnc3-c3ccc(OC)cc3)SC2)cc1
  ?	-1	3%	-7	-6%	18	25	-5%	1%	0%
> CC(C(=O)NCc1ccc2c(c1)OCO2)c1ccc([N+](=O)[O-])cc1 (stereo not drawn)
  -2%	3	3%	8	-4%	?	-8	0%	-1%	1%
> C[C@@H]1CN([C@@H](C)CO)C(=O)c2cc(NC(=O)Nc3ccc(F)cc3)ccc2O[C@@H]1CN(C)Cc1ccc(Oc2ccccc2)cc1
  -8%	4	-12%	-9	1%	·	1	1%	·	-4%
> O=C(NCc1ccco1)c1cc(-c2cccs2)nc2ccccc12
  15µM*	19	-27%	2	-4%	10	-2	-1%	7%	1%[46.1 µM]
> CCC(Sc1ccc(C(=O)O)cc1)C(=O)O (stereo not drawn)
  6%	19	3%	3	-3%	3	4	1%	-2%	3%[46.1 µM]
> COc1ccc(NC(=O)Nc2ccc3c(c2)CCC3)cc1OC
  21%	9	-6%	-7	-2%	25	·	-1%	5%	-4%
> CC(C)Cn1c(N2CCN(CC(=O)Nc3ccc(Cl)cc3)CC2)nc2ccccc21
  13%	8	-2%	-74*	2%	0	-16	2%	3%	-1%
> O=C(Nc1c(F)cccc1F)c1cnc(N2CCN(c3ccccn3)CC2)c2ccccc12
  18µM*	-29	13%	-4	6%	4	-1	4%	13%	·

A portion of the library (hit frequency here may not be typical).
